Compound activity from PubChem.
M5 ag = agonists of human muscarinic M5 receptor (CHRM5); P08912; CHO-K1 hM5 cells, Fluo-8 calcium fluorescence; 0% DMSO wells, 100% maximal acetylcholine response; activation, % at 3 µM; actives 0.19% (n = 360,000); AID 624037;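 active = activation above the run's mean over test compounds plus 3 SD, cut at about 23% in these data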;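 also: signal is peak over basal fluorescence ratio across the kinetic read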
Target sequence (P08912 whole entry, looked up): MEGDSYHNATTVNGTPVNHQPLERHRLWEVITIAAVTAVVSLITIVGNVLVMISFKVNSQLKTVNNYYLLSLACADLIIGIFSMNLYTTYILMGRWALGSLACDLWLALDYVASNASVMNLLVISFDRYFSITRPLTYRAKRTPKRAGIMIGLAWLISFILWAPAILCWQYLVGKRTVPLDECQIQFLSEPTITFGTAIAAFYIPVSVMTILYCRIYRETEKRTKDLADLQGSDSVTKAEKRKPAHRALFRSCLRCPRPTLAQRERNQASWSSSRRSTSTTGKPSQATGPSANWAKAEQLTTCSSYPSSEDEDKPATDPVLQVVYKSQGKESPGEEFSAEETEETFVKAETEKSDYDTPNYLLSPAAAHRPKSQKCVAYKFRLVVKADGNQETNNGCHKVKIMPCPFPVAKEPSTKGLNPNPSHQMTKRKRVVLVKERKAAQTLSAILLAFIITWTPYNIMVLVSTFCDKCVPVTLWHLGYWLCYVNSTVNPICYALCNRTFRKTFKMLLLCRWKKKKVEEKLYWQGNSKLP
M5 PAM = positive allosteric modulators of human muscarinic M5 receptor; P08912; CHO-K1 hM5, Fluo-8 calcium, ACh EC20 PAM; 0% = ACh EC20, 100% = ACh EC100; activation, % at 3 µM; actives 0.3% (n = 360,000); AID 624038;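 active = activation above the run cutoff, the mean activation of all test compounds plus 3 SD, cut at about 18% in these data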
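Probe or stimulus: acetylcholine, EC20 level; Assay system: human M5 receptor in CHO-K1 cells; Schedule: compound preincubation 140 s before EC20 acetylcholine addition; Technique: intracellular calcium via Fluo-8 fluorescence; Dosing: single-point, 3 µM nominal; Read-out basis: percent activation from peak-over-basal fluorescence ratio, scaled EC20-to-EC100 acetylcholine; Repeats: one well per compound, no replicates.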
CRFBP-R2 block = CRF-BP/CRF-R2 complex antagonism; HEK293 CRF-R2/CRF-BP, CRF-induced calcium fluorescence; inhibition, % at 11.8 µM; actives 0.59% (n = 350,000);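 active = inhibition of the ligand-induced calcium signal above about 50% at the single tested concentration, limit read from the data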
CHRM4 antagonist = CHRM4 antagonism in calcium assay; inhibition, % at 3 µM; AID 624125; actives 0.73% (n = 360,000); CHO-hM4 cells, ACh EC80, Fluo-8 calcium fluorescence; P08173;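 active = inhibition above its plate's cutoff, the mean inhibition of sample wells plus 3 SD, cut at about 27% in these data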;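 also: 0% = acetylcholine EC80 with DMSO and 100% = DMSO without agonist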
Target sequence (P08173 whole entry, looked up): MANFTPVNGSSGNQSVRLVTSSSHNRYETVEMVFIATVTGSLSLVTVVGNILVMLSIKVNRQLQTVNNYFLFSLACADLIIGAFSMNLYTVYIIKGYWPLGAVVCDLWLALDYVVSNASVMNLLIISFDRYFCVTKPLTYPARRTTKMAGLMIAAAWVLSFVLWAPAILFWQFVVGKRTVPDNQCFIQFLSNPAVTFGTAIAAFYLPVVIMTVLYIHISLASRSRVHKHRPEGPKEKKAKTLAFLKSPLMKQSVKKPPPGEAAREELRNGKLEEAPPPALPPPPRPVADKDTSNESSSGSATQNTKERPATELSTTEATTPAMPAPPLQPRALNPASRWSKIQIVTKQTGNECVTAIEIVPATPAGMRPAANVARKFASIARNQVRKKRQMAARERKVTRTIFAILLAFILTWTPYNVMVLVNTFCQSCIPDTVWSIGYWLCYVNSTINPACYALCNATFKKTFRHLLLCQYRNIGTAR
CRFBP-R2 agonist = CRF-BP/CRF-R2 complex agonism. actives 0.46% (n = 350,000). HEK293 CRF-R2/CRF-BP, calcium dye fluorescence (FLIPR); percent of saturating CRF peptide response. AID 588473. activation, % at 13.2 µM;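 active = activation of at least 50%, plus an integration ratio under a set limit after plate pattern correction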;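 also: plate controls were neutral control wells without compound for no effect and CRF at EC100 for full effect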
CHRM4 agonist = agonists of human muscarinic M4 receptor (CHRM4) | P08173 | CHO-K1 hM4/Gqi5, Fluo-8 calcium fluorescence; vehicle 0%, full acetylcholine response 100% | activation, % at 3 µM | actives 0.14% (n = 360,000);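 active = activation above the run mean over all test wells plus 3 SD, cut at about 32% in these data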;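 also: peak over basal fluorescence ratio per well then scaled between controls; 0% = DMSO wells and 100% = acetylcholine at EC100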
M4 PAM = positive allosteric modulators of human muscarinic M4 receptor; CHO-K1 hM4/Gqi5, Fluo-8 calcium fluorescence, ACh EC20; 0% = ACh EC20, 100% = maximal ACh; P08173; actives 0.4% (n = 360,000); activation, % at 3 µM; AID 624126;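 active = activation above its plate's cutoff, the mean activation of sample wells plus 3 SD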; also: some results filed as inactive read as strong as hits
IDE cell inh = inhibits human insulin-degrading enzyme in HEK cells; P14735; FAbetaB cleavage, fluorescence polarization; inhibition, % at 5.59 µM; actives 0.41% (n = 320,000);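 active = percent inhibition above the average of all tested compounds plus 3 SD, set per screening campaign, cut at about 16% in these data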;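 also: IDE supplied by intact live HEK cells; FP after avidin binding of uncleaved biotin substrate so inhibition keeps polarization high; 0% = DMSO wells and 100% = 60 µM reference IDE inhibitor Ii1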
CHRM5 antagonist = CHRM5 antagonism in calcium assay | P08912 | CHO-hM5 cells, Fluo-8 calcium fluorescence, ACh EC80 | inhibition, % at 3 µM | actives 0.59% (n = 360,000) | AID 624040;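 active = inhibition above a per-plate cutoff, the mean of that plate's test compounds plus 3 SD, cut at about 27% in these data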;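 also: 0% = acetylcholine EC80 with DMSO and 100% = DMSO without agonist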
Starred values were filed as active, the others as inactive; . = not tested or not shown.

The first 2 records, ahead of the listing:
SMILES	M5 ag	M5 PAM	CRFBP-R2 block	CHRM4 antagonist	CRFBP-R2 agonist	CHRM4 agonist	M4 PAM	IDE cell inh	CHRM5 antagonist
CCOC(=O)C1=C(C)N(CCCCCC(=O)O)C(=O)NC1c1ccc(Cl)cc1 (stereo not given)	-1	8	2	-5	-1.5	2	8	1	4
CC(=O)C1=C(C)N(Cc2ccccc2)C(=O)N[C@@H]1c1cccc(C(F)(F)F)c1	1	-6	-1	14	0.1	5	-3	-2	9

The whole of this part, from the start:
SMILES	M5 ag	M5 PAM	CRFBP-R2 block	CHRM4 antagonist	CRFBP-R2 agonist	CHRM4 agonist	M4 PAM	IDE cell inh	CHRM5 antagonist
CCOC(=O)C1=C(C)N(CCCCCC(=O)O)C(=O)NC1c1ccc(Cl)cc1 (stereo not given)	-1	8	2	-5	-1.5	2	8	1	4
CC(=O)C1=C(C)N(Cc2ccccc2)C(=O)N[C@@H]1c1cccc(C(F)(F)F)c1	1	-6	-1	14	0.1	5	-3	-2	9
Cc1sc[n+](CC(=O)c2ccc(Br)cc2)c1C	-6	-6	-11	3	6.9	0	-4	-4	15
O=S(=O)(c1ccc2ccccc2c1)N1CCN(c2ccc(O)cc2)CC1	2	-7	-9	5	0.4	2	0	2	9
Cc1ccc(Nc2cc(C)nc3nnnn23)cc1	-5	2	32	-1	-2.5	-1	25	4	15
C[C@@H]1CN([C@@H](C)CO)C(=O)c2cc(NS(C)(=O)=O)ccc2O[C@H]1CN(C)Cc1ccc(Oc2ccccc2)cc1	-4	-7	-8	7	1.9	1	-5	9	10
Cc1[nH]c2ccccc2c1C(=O)C(=O)N1CC(C)OC(C)C1 (stereo not given)	-2	-3	12	3	-0.7	0	-6	-2	0
COc1ccc(-c2cc(C(F)(F)F)n3nc(C(=O)O)nc3n2)cc1	-1	-4	0	-3	-0.7	0	-1	-3	1
Cc1ccc(Oc2ccc(Oc3ccc(C)cc3)nn2)cc1	-5	4	10	0	0.0	-2	-5	-2	-6
Cc1cc(CN(C)C)c(O)c(C2(C)CCCCC2)c1	-1	5	0	19	0.4	0	10	-1	0
O=C(NCCCn1ccnc1)/C(=C\c1cccs1)NC(=O)c1cccs1	3	5	7	-4	-0.7	2	6	0	8
O=C(NCc1ccco1)c1ccc(CS(=O)(=O)c2cccc(C(F)(F)F)c2)o1	-10	-3	-9	14	-0.2	1	-2	-1	16
CCOc1ccc(NC(=O)Nc2ccon2)cc1	-2	0	5	-1	-1.0	2	-2	-2	9
COc1cccc(C(=O)Nc2nnc(-c3ccc(F)cc3)o2)c1	2	-4	-5	2	0.6	0	3	-1	3
COCCn1c(C)cc(C(=O)COC(=O)c2ccc3c(c2)NC(=O)CS3)c1C	3	-9	21	-9	-2.7	7	-4	10	3

3 records drawn at random from the list so far, as already listed:
SMILES	M5 ag	M5 PAM	CRFBP-R2 block	CHRM4 antagonist	CRFBP-R2 agonist	CHRM4 agonist	M4 PAM	IDE cell inh	CHRM5 antagonist
CC(=O)C1=C(C)N(Cc2ccccc2)C(=O)N[C@@H]1c1cccc(C(F)(F)F)c1	1	-6	-1	14	0.1	5	-3	-2	9
COCCn1c(C)cc(C(=O)COC(=O)c2ccc3c(c2)NC(=O)CS3)c1C	3	-9	21	-9	-2.7	7	-4	10	3
CCOc1ccc(NC(=O)Nc2ccon2)cc1	-2	0	5	-1	-1.0	2	-2	-2	9

The list continues.
SMILES	M5 ag	M5 PAM	CRFBP-R2 block	CHRM4 antagonist	CRFBP-R2 agonist	CHRM4 agonist	M4 PAM	IDE cell inh	CHRM5 antagonist
Cc1cc(C(O)c2ncc(-c3ccccc3)[nH]2)ccc1F (stereo not given)	0	2	.	-14	.	3	3	.	-3
COc1ccccc1N(C(=O)c1ccco1)C(C(=O)NC1CCCC1)c1cccnc1 (stereo not given)	3	-5	11	-6	-1.5	4	0	1	0
COc1ccc(NC(=O)N2CCC(c3nc4ccccc4[nH]3)CC2)cc1	-3	6	-17	6	-2.7	1	-1	0	-16
O=C(Nc1ccc(Cl)cc1)c1nc[nH]c1C(=O)N1CCc2ccccc2C1	0	4	-13	-13	-0.5	1	4	4	-5
CCC(=O)Nc1sc2c(c1C#N)CCCCC2	-4	-1	1	-1	-1.3	1	-1	0	1
CC(C)n1c(SCC(=O)Nc2ccccc2N2CCOCC2)nc2c1c(=O)n(C)c(=O)n2C	-5	11	12	-5	-0.9	2	-1	3	5
CC(=O)Nc1cc(C(=O)CSc2nnc(C3CC3)n2C2CC2)ccc1O	3	1	1	-7	0.7	0	16	-2	-4
CCN(CC(=O)NC1CCCCCC1)S(=O)(=O)c1ccccc1	-4	-10	1	0	0.2	2	-9	0	1
O=C(Nc1ccccc1)NC(Cc1ccc(O)cc1)C(=O)O (stereo not given)	0	12	3	-7	1.9	2	15	4	-5
Cc1[nH][nH]c(=O)c1N=Nc1ccccc1Cl	-10	-13	0	8	-4.3	14	-26	2	6
N#CC1=C(N)S[C@@H](C(=O)c2ccc(F)cc2)[C@@H]1c1cccs1	-4	-12	-84	6	1.6	4	-10	7	10
CC1CN(C(=O)c2ccc(NS(=O)(=O)c3cccc(Cl)c3)cc2)CC(C)O1 (stereo not given)	0	-6	-1	8	-1.2	1	-4	.	11
c1ccc2c(c1)nnn2Cc1nnc2sc(-c3ccncc3)nn12	-2	-4	7	8	-0.7	0	5	-3	7
O=C1Nc2ccccc2N=C(c2ccc3c(c2)OCO3)C1N(CCc1ccccc1)C(=O)CSc1ncccn1 (stereo not given)	-2	-10	.	-4	.	5	-8	.	6
COc1ccc(-n2c(C)c3c(OC)cccc(=O)c3c2C)cc1	0	0	24	6	7.0	2	-4	-1	9
O=C(Nc1ccc([N+](=O)[O-])cc1)c1cncc(Br)c1	2	-9	-25	-8	-1.1	7	-5	1	1
COCCn1nnnc1C(c1cc2cccc(C)c2[nH]c1=O)N1CCN(c2ccccc2F)CC1 (stereo not given)	1	-1	-13	-3	-2.7	0	9	1	5
CCOc1ncccc1C(=O)NCCc1c[nH]c2ccccc12	-1	0	-12	-9	-3.7	8	1	2	-2
Cc1ccc(S(=O)(=O)N2[C@H](CC(=O)c3cccc4ccccc34)OC[C@@H]2C)cc1	-1	-7	.	1	.	2	-7	.	-2
C[C@@H]1CC=C[C@H]2[C@H]1C(=O)N(Cc1ccccc1)[C@H]2c1ccc2ccccc2c1/C=C/c1ccccc1	3	-7	-11	0	0.8	1	5	4	8
Cc1sc(NC(=O)Cc2ccc3c(c2)OCO3)nc1-c1ccc2c(c1)CCN2C(=O)c1ccc(F)cc1	1	4	41	6	0.0	5	12	3	1
O=C(O)c1nccnc1C(=O)Nc1ccccc1-c1ccccc1	-2	10	7	3	1.1	1	3	4	-4
CCOC(=O)C1=C(C)NC(=O)NC1c1cn(-c2ccccc2)nc1-c1cccs1 (stereo not given)	-1	-2	-53	6	-0.2	1	-2	1	2
Cc1cc(-n2c(C)cc(C(=O)CSc3[nH]c(=O)cc(C(F)(F)F)c3C#N)c2C)no1	4	6	13	1	-2.8	0	21	5	6
Cc1cc(C(=O)N2CCCC(Nc3ccc(F)cc3)C2)n(C)n1 (stereo not given)	-4	4	-16	4	0.4	0	5	1	-7
O=c1[nH][nH]cc1C=NCc1cccc(C(F)(F)F)c1	-3	6	-2	-4	0.4	1	7	3	-6
Cc1ccc(C(=O)CSc2cc(C)[nH]c(=O)n2)cc1	1	3	6	1	0.4	1	2	3	5
COc1ccc(-c2csc(N3C(=O)C4C5c6ccccc6C(c6ccccc65)[C@@H]4C3=O)n2)cc1 (stereo not given in full)	-3	2	32	-4	-1.6	1	1	8	-4
CCC(=O)Oc1c(C(=O)CC)cc2c(C)cc(=O)oc2c1C	1	-4	-20	2	-0.4	0	6	6	10
CCOC(=O)Cc1csc(SCC(=O)Nc2cccc(Cl)c2)n1	6	-22	-2	3	-2.5	10	-4	3	5
S=C(Nc1ccccc1Cl)Nc1ccc(Cl)cc1Cl	1	1	-6	8	-0.5	0	0	3	-2
CC(=O)Nc1ccc(C(=O)Nc2cc(S(=O)(=O)N3CCOCC3)ccc2N2CCOCC2)cc1	-1	4	-6	-18	0.2	2	12	.	-8
CCCCCCCCCCSc1n[nH]c(NC(C)=O)n1	0	2	-12	-3	-0.8	0	6	5	3
CC(C)CC1CC(C)(c2csc(NNC(=O)c3ccccc3)n2)OC1=O (stereo not given)	5	-12	8	2	0.1	9	-3	2	10
Cc1ccc(C)c(N(CC(=O)N2CCc3ccccc3C2)S(C)(=O)=O)c1	-4	-3	24	-6	-3.1	3	-25	9	7
Cc1ccccc1C(=O)N1CCN=C1SCc1ccc([N+](=O)[O-])cc1	-7	-8	10	12	0.2	0	-20	2	0
O=C(NC(=S)Nc1ccc(N2CCOCC2)cc1)c1cccc(Cl)c1Cl	-3	5	-18	-3	0.2	0	6	.	-6
Cn1cc(S(=O)(=O)NC[C@H]2O[C@@H](n3cnc4c(N)ncnc43)[C@H](O)[C@@H]2O)cn1	1	2	0	-1	-1.7	0	-6	.	-6
COc1ccc(C(C)C)cc1-c1cc(C(=O)NCc2cccc(C(F)(F)F)c2)[nH]n1	-1	-6	.	-12	.	-1	-3	.	-5
CNC(=S)N/N=C/c1cc(Br)c(OCc2ccncc2)c(OC)c1	-2	-1	6	-6	-0.1	10	-3	0	4
Cc1ccc(-n2nc3c(c2NC(=O)CCC2CCCCC2)CS(=O)C3)cc1 (stereo not given)	3	-2	4	-1	-2.1	3	-1	6	0
CCOC(=O)N1CCN(S(=O)(=O)N2CCCC(C(=O)NCCc3ccc(OCC)c(OCC)c3)C2)CC1 (stereo not given)	2	1	4	-8	-0.2	1	1	3	0
Cc1ccc(/C=N/NC(=O)c2csc(C)c2)o1	-1	2	8	-2	0.1	1	7	1	-8
COCCNC(=O)c1cccc(OC2CCN(C(C)COc3ccccc3)CC2)c1 (stereo not given)	-23	-15	12	6	-0.6	1	-11	0	6
Nc1nc2ccc(O)cc2s1	-2	-1	27	0	-0.5	0	6	3	-2
CC(=O)c1c(C)nc2ccc(Br)cc2c1C(=O)O	0	1	3	-8	0.2	1	3	2	3
CCn1c(N)nc2ccccc21	-4	-2	8	11	-0.2	0	-1	6	5
O=C(CSc1nc2ccccc2c(=O)n1-c1ccccc1)N1CCCc2ccccc21	1	0	19	0	-1.8	2	0	1	5
CCc1nnc(N/N=C/c2cc(C)c(C)cc2C)n1N	0	-2	0	-13	-0.8	2	1	.	1
Cc1ccc(SCC(=O)Nc2ccc(F)cc2[N+](=O)[O-])cc1C	-3	-6	-1	-8	-0.4	-1	-4	3	9
CCCN(CCC)C(=O)CCS(=O)(=O)c1cccc2nsnc12	-2	-2	1	1	-1.4	0	2	-4	6
COc1ccc(C2C3=C(N=C4SCC(=O)N42)c2ccccc2CC3)cc1OC (stereo not given)	-2	-9	6	-1	-0.5	0	4	2	17
O=C(Cc1ccccc1)Nc1cccc([N+](=O)[O-])c1	0	-9	33	3	-0.1	1	-3	6	4
CCn1c(SCC(=O)NCC2CCCO2)nnc1-c1ccccc1OC (stereo not given)	1	-1	2	1	-0.8	0	1	-1	1
COCCNC(=O)C1(C)CCN(C(=O)c2cccnc2Oc2ccccc2)C1 (stereo not given)	0	-3	.	-3	.	0	0	.	1
CC1CCC(N2CCN(c3ccc([N+](=O)[O-])cc3)CC2)CC1 (stereo not given)	-20	-23	-2	15	-1.0	2	-13	5	21
CCOc1ccc(N(C)S(=O)(=O)c2c[nH]c(C(=O)OC)c2)cc1	-2	-3	25	1	-0.7	2	3	3	5
